12-LOX inh – inhibitors of human 12S-lipoxygenase ALOX12 | P18054 | purified 12hLO, xylenol orange hydroperoxide absorbance | Potency, µM (doses to about 108 µM), inactives show at the top dose activity change, negative = inhibition, actives largely listed as inhibitors | 1.1% of 580,000 active | AID 1671190; active = well fitted inhibition curve with a large enough effect; inconclusive = small, poorly fitted or top-dose-only effect, or another doubt; inactive = no such curve, though single readings can be large or run the other way
Target sequence (P18054 whole entry, looked up): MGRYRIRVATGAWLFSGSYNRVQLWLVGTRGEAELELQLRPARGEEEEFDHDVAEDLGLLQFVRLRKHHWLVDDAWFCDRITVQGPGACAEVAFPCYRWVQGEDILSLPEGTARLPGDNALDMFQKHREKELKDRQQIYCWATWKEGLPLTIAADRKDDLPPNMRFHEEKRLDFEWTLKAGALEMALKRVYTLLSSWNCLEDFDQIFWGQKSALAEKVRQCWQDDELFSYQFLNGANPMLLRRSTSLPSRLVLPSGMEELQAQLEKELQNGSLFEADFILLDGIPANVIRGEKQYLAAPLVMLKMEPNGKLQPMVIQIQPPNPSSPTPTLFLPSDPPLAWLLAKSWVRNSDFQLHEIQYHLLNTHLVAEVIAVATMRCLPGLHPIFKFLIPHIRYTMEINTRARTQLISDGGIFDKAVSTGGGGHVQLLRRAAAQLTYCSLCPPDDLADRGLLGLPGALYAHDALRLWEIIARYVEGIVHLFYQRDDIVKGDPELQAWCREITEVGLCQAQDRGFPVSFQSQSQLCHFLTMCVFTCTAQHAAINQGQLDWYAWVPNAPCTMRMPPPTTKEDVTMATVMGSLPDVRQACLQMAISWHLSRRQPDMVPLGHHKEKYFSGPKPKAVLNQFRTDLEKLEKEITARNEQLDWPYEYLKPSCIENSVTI
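Hydroperoxide product was detected by ferrous iron/xylenol orange as the 573 to 405 nm absorbance ratio. Arachidonic acid at 40 uM (final) was turned over for 30 min at room temperature by 150 nM human 12hLO, pH 7.0 Hepes buffer, after 15 min compound preincubation.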
An asterisk follows results filed as active; ? = inconclusive; & = joins results of further samples; [ ] = remark or other dose. % is scaled to controls: 0 for no effect and ±100 for the full control effect; potency is read from the fitted curve at half-maximal effect.

SMILES	12-LOX inh
COC[C@H]1NC(=O)CC[C@H]1C(=O)N1CCCCCC1	67.5%[activator]
COCCc1noc([C@@H]2CN(C3CCCCC3)C[C@H]2CO)n1	55.5%[activator]
Cc1ccc2nc(C(NC(=O)C3CCN(CC(N)=O)CC3)C(C)C)[nH]c2c1 (configuration not stated)	122.6%[activator]
Cc1ccc(-c2nccn3cc(C(=O)NCC(C)C)nc23)cc1	34.2%
Cc1cccc(-n2nc(CC(N)=O)nc2-c2ccc(Cn3cccn3)o2)c1C	6.4%
CC(=O)N1CCC(CC(=O)N2CCCCCCN(C)C(=O)[C@@H]3CCC[C@@H]32)CC1	26.4%
CNC(=O)[C@H]1C[C@H](Oc2cccnc2)CN1C(=O)NCCc1ccccc1	-1.3%
CC(C)CCC(=O)N1CCC(N2C(=O)CCC2C(=O)NC(C)C)CC1 (configuration not stated)	43.3%[activator]
CCN1c2cc(C(=O)NCc3ccc(C)cc3)ccc2C(=O)N2CCCCCC21 (configuration not stated)	-4.6%
Cn1cc(C(=O)N2CCn3nc(C(O)CO)cc3C2)c(=O)[nH]c1=O (configuration not stated)	6.1%
O=C1NC2(CCN(Cc3ccc(OC(F)(F)F)cc3)C2)COc2ccccc21 (configuration not stated)	4.4%
CCN(CC)C(=O)C(NC(=O)c1ccc(F)cc1)C1CCN(C(=O)c2ccccc2F)CC1 (configuration not stated)	27.2%
CCC(C)NC(=O)Cc1csc2nc(C)c(-c3cc(C)n(-c4ccc(C)cc4C)n3)c(=O)n12 (configuration not stated)	9.9%
CC(O)c1cc2n(n1)CCN(C(=O)Cn1nnc(-c3ccc(F)cc3)n1)C2 (configuration not stated)	60.6%[activator]
O=C(NCC1CCOCC1)c1ccc2[nH]ccc2c1	-9.9%
Cc1ccc(NC(=O)N2Cc3[nH]cnc3C[C@H]2c2nc(-c3ccc4ccccc4c3)no2)cc1	8.7%
COc1ccc(NC(=S)N[C@H]2C[C@H]3C(=O)NC[C@@H](CCC(=O)NC4CC4)N3C2)cc1	-5.2%[176 µM]
CC(C)Oc1ccc(CNC(=O)C2Cn3cccc3C(=O)N2Cc2cccnc2)cc1 (configuration not stated)	56.1%[activator]
COc1ccccc1-c1ccnc(N[C@H]2CO[C@H]3[C@@H]2OC[C@@H]3NS(=O)(=O)c2ccc(NC(C)=O)cc2)n1	0.9%
CC(=O)N1CC2(Cc3ccccc3N(C(C)=O)C2)C1	30.4%[activator][176 µM]
CCCC(=O)N1Cc2ccccc2CC2(CCCCN2C)C1 (configuration not stated)	5.3%[6.33 µM]
CC(C)N1C(=O)C2(CCCC2)C1C(=O)NCCCN1CCCC1 (configuration not stated)	117.4%[activator]
CNC(=O)[C@@H]1CN(S(=O)(=O)c2ccc(F)cc2F)C[C@H]1COC	12.3%
c1cnc2nc(-c3ccsc3)[nH]c2c1	94.0%&34.2%[activator][176 µM]
Cn1ccc(NC(=O)C(C)(C)Oc2nn(CC3CC3)c3ccc(CN4CCCC4)cc23)n1	19.0%[176 µM]
CCOC(=O)C1=CN(CC(=O)Nc2ccccc2Cl)S(=O)(=O)N=C1C	0.6%
O=C(c1cc2c(s1)CCCC2)N1CCc2c(nc3cc(-c4ccccc4)[nH]n3c2=O)C1	37.9%
Cc1nnsc1C(=O)N[C@H]1CCN2C(=O)N(c3ccc(F)c(Cl)c3)C(=O)[C@@H]2C1	-0.8%[176 µM]
CC(C)(C)c1cc(C[C@@H]2CC[C@H](O)[C@@H](CNC(=O)C3CCC3)O2)no1	22.6%[176 µM]
O=C(Nc1ccc([C@@H](O)[C@H]2COCC(=O)N2Cc2ccccc2)cc1)C1CCCC1	14.8%[176 µM]

The final 5 entries of the section before come first, to join the parts.
SMILES	12-LOX inh
CCOC(=O)C1=CN(CC(=O)Nc2ccccc2Cl)S(=O)(=O)N=C1C	0.6%
O=C(c1cc2c(s1)CCCC2)N1CCc2c(nc3cc(-c4ccccc4)[nH]n3c2=O)C1	37.9%
Cc1nnsc1C(=O)N[C@H]1CCN2C(=O)N(c3ccc(F)c(Cl)c3)C(=O)[C@@H]2C1	-0.8%[176 µM]
CC(C)(C)c1cc(C[C@@H]2CC[C@H](O)[C@@H](CNC(=O)C3CCC3)O2)no1	22.6%[176 µM]
O=C(Nc1ccc([C@@H](O)[C@H]2COCC(=O)N2Cc2ccccc2)cc1)C1CCCC1	14.8%[176 µM]
O=C(Cn1nc2c(cc1=O)CCCCC2)NCCn1ccc2c(Cl)cccc21	9.0%
CCNC(=O)Nc1ccc(OCC(=O)NCc2ccccc2)nc1	3.0%
O=C1CN(S(=O)(=O)Cc2ccccc2)C[C@H]2[C@H](c3ccc(Br)cc3)[C@H](CO)N12	-21.4%
CN1CC(=O)N(C2CCCNCC2)Cc2c(NCCCn3ccnc3)ncnc21 (configuration not stated)	-13.3%[6.33 µM]
Nc1[nH]c(C(=O)c2ccccc2)c(-c2ccccc2C(F)(F)F)c1C(=O)c1c[nH]c2ccccc12	-3.5%
COc1cc(=O)n2c(c1C(=O)N(C)Cc1nonc1C)CCN(C(=O)c1cccc(C)c1C)CC2	6.7%
COCc1ccc2c(c1)c(OC(C)(C)C(=O)NC1CCC(O)CC1)nn2CCC(C)C (configuration not stated)	9.7%[176 µM]
C=CCN(CC#CC1=CCCCC1)Cc1ccc(OC)cc1OC	2.9%
Cc1nc2c(c(-c3ccc(O)cc3)n1)CN(Cc1ccnn1C)CC2	-5.7%
Cc1nccn1CCC1CCN(C(=O)C2CC(=O)N(C3CC3)C2)CC1 (configuration not stated)	5.7%
COCCN1CCC2(CCC1=O)CCN(C(=O)c1ccc(Cc3c(C)noc3C)o1)CC2	22.0%
CN(CC(=O)N1CCCC(CCc2ccc(F)cc2)C1)C1CCNCC1 (configuration not stated)	14.8%
Cc1ccc(C2Cn3nnc(C(=O)N4CCN(C(=O)c5cccc(Cl)c5)CC4)c3CO2)cc1 (configuration not stated)	29.1%
O=C(NC1CCCCCC1)c1ccc2c(c1)CC(=O)N2Cc1ccc(F)cc1	-16.3%
COc1ccc(CN2CCCOC(CN3CCCCC3)C2)cc1C(=O)O (configuration not stated)	7.7%

Ordered by count of non-hydrogen atoms (ascending): some entries from above.
SMILES	12-LOX inh
CCNC(=O)Nc1ccc(OCC(=O)NCc2ccccc2)nc1	3.0%
Cc1nc2c(c(-c3ccc(O)cc3)n1)CN(Cc1ccnn1C)CC2	-5.7%
COc1ccc(CN2CCCOC(CN3CCCCC3)C2)cc1C(=O)O (configuration not stated)	7.7%
O=C1CN(S(=O)(=O)Cc2ccccc2)C[C@H]2[C@H](c3ccc(Br)cc3)[C@H](CO)N12	-21.4%
CN1CC(=O)N(C2CCCNCC2)Cc2c(NCCCn3ccnc3)ncnc21 (configuration not stated)	-13.3%[6.33 µM]
Cc1ccc(C2Cn3nnc(C(=O)N4CCN(C(=O)c5cccc(Cl)c5)CC4)c3CO2)cc1 (configuration not stated)	29.1%

Going on with the list.
SMILES	12-LOX inh
COc1ccc(N2CC3(COCC2=O)CN(c2ccc(C(F)(F)F)cn2)C3)cn1	-29.0%[176 µM]
O=C(c1cccs1)N1CCn2c(nnc2[C@@H]2C[C@@H](O)CN2Cc2ccccc2)C1	1.7%
CC(C)(C)c1ccc(NC(=O)O[C@@H]2CO[C@H]3[C@@H]2OC[C@@H]3Nc2nccc(-c3cccc(F)c3)n2)cc1	-3.6%
COCCCNc1ncc(C(=O)O)c(-c2ccccc2)n1	?
CCC[C@H]1[C@@H](NS(=O)(=O)c2ccc(-c3ccccc3)cc2)CC[C@@]23CCCN2C(=O)CCC[C@@H]13	-10.3%
CCN(Cc1cccc2cnccc12)CC1CCCN(CCc2cccc(F)c2)C1 (configuration not stated)	82.4%[activator]
Cc1ccc(CN2C(=O)OC(c3cccc(NC(=O)C(C)C)c3)C2C(=O)NCc2ccco2)cc1 (configuration not stated)	6.4%
OCc1cc(CC2(NCc3ccc(CO)o3)COC2)no1	6.1%[176 µM]
COCCn1ncc(N2CCCC(CC(=O)N3CC=C(c4ccccc4)CC3)C2)cc1=O (configuration not stated)	1.7%
Cc1cc(C(=O)N2CCC[C@H](n3c(=O)n(CC4CC4)c4cccnc43)C2)n(C)n1	24.6%
CC(C)C(=O)N1[C@@H]2CC[C@H]1CC(NC(=O)c1ccncc1)C2 (some centres not stated)	29.7%
CCOc1ccc2c(n1)CCN(C(=O)Cc1c[nH]c3ccccc13)C2	15.4%
Cn1cccc1CN1CC2(C1)C(=O)Nc1ccccc12	2.8%[12.5 µM]
O=C1OC2(CN1CC1CCOCC1)CN(C(=O)c1ccc(Oc3ccccc3)cc1)C2	13.6%[176 µM]
COc1ccccc1N1CCN(C(=O)CC[C@H]2NC(=O)c3ccccc3NC2=O)CC1	60.8%[activator]
CC(C)CNc1cccc2c1S(=O)(=O)N[C@@H](CC(C)C)CO2	-43.9%
Cn1cc(C(=O)NCC(=O)N2CCCCCNC(=O)CC2c2ccccc2)cn1 (configuration not stated)	51.3%[activator]
Cc1noc(C)c1[S+](=O)([O-])N1CCC2(CC1)C(=NC1CCCC1)NC(=O)N2c1cc(F)cc(F)c1	15.4%
COC(=O)C1CN(Cc2cn(CCC3OCCO3)nn2)CCS(=O)(=O)N1Cc1ccc(F)cc1 (configuration not stated)	40.8%[activator]
O=C(NCCN1CCCCC1)c1ccc(-c2ccc(N3CCCCC3)nc2)cc1	?
Cc1noc(C)c1-c1cc2cc(C(C)C)oc2c(NC2CCOCC2)n1	-1.1%[176 µM]
O=C(Nc1ccc(F)cc1)c1ccc(Cn2ccn3nc4c(c3c2=O)CCCC4)cc1	39.0%[activator]
O=C(NCCc1ccccc1)OCc1cn(Cc2ccc(C(F)(F)F)cc2)nn1	-4.0%
COc1ccc(NC(=O)[C@@H]2C[C@H](c3ccc(F)cc3)N(Cc3csc(C)n3)C2)cc1OC	2.5%
COC(=O)[C@H](Cc1ccc(OC)cc1)NC(=O)[C@H]1CN(C(=O)c2cccnc2)CCN1C(=O)NC(C)C	23.6%
COc1ccc(CN2C=C(C(=O)OCc3nc(Cc4cccc(C)c4)no3)C(C)=NS2(=O)=O)cc1	4.9%
O=C1CCC2(CCCO2)CCN1Cc1ccc(F)cc1 (configuration not stated)	6.2%
COc1ccc(Cl)cc1-n1nc(C2CC2)nc1C(C)Cn1cncn1 (configuration not stated)	-18.2%
CC(C)CC(=O)NCC(=O)N1CCN(c2ccccn2)CC1	29.0%
CCCCNC(=O)Cc1csc2nc(C)c(-c3cc(C)n(-c4cccc(Cl)c4)n3)c(=O)n12	39.8µM*

Individual results from the results shown.
CCCCNC(=O)Cc1csc2nc(C)c(-c3cc(C)n(-c4cccc(Cl)c4)n3)c(=O)n12 in 12-LOX inh: 39.8µM*
Cc1noc(C)c1-c1cc2cc(C(C)C)oc2c(NC2CCOCC2)n1 in 12-LOX inh: -1.1%[176 µM]

Other structures follow.
SMILES	12-LOX inh
COc1ccc(NC(=O)[C@@H]2C[C@H](c3ccc(F)cc3)N(Cc3csc(C)n3)C2)c(C)c1	7.1%[176 µM]
COC(=O)[C@]12C[C@H](CC(=O)NCC3CCCCC3)C(=O)N(Cc3ccccc3)C1=C[C@H](C(C)(C)C)O[C@@H]2C	-6.7%
C=CCNC(=O)C(NC(=O)c1ccc(OC)cc1)C1CCN(C(=O)c2cccc(F)c2)CC1 (configuration not stated)	3.3%
O=C(c1cccc(F)c1)N1CCC(Oc2ccccc2-c2nc(C3CCOCC3)no2)C1 (configuration not stated)	37.0%[activator]
CCC1=C(C(=O)OC)C(c2cccc(C)c2)N2C(CC(=O)Nc3ccc(OC)cc3)=CSC2=N1 (configuration not stated)	-9.4%
O=C(Nc1ccc2c(c1)OCO2)N[C@H]1CC[C@@]23CCCN2C(=O)CCC[C@H]3C1Cc1ccccc1 (some centres not stated)	?
OCC1CN(Cc2nccs2)CCC12CCN(Cc1cnc[nH]1)CC2 (configuration not stated)	50.5%[activator]
Cn1nnc(-c2cccc(NC(=O)C[C@H]3NC(=O)c4ccccc4NC3=O)c2)n1	-5.8%
CN1CCCCC(CC(=O)Nc2ccc(OC(F)(F)F)cc2)C1=O (configuration not stated)	47.9%[activator]
O=C(c1ccc(N2CC3CC(C2)[C@H]2CCCC(=O)N2C3)nc1)N1CCN(C2CCCCC2)CC1 (some centres not stated)	20.2%
Cn1cc(-c2ccccc2Oc2ccccc2)c2nc(CN3CCOCC3)cn2c1=O	?
O=C(c1ccc(C(F)(F)F)cc1)N1CCC2(CC1)COc1ccccc1S(=O)(=O)N2	3.7%[6.33 µM]
CC(CCn1cccn1)NC(=O)c1csc2nc(-c3ccc(C(F)(F)F)cc3)cn12 (configuration not stated)	18.8%
CC(C)CNC(=O)CC1Sc2ncccc2N(CC(C)C)C1=O (configuration not stated)	26.6%
Cc1cn2nc(C(=O)NCc3cccc(C(F)(F)F)c3)cc2c(N2CCSCC2)n1	10.2%
COC(=O)C1=C(C)N=C2SC=C(CC(=O)NCC3CCCO3)N2C1c1ccc(C)cc1C (configuration not stated)	36.9%[activator]
CCN1c2cc(C(=O)N3CCSCC3)ccc2C(=O)N2CCCCCC21 (configuration not stated)	20.0%
Cc1cccc(O[C@H]2COCCN(Cc3ccccn3)C2)n1	28.8%[176 µM]
O=C(c1cncc(Br)c1)N1CCC2(CC1)CC(O)CCO2 (configuration not stated)	32.6%[activator]
Cc1ccc(CN2C(=O)NC3(CCCN(C(=O)c4cccc(C)c4)C3)C2=O)cc1 (configuration not stated)	-2.3%
COc1ccc(C(=O)N2CCCCCCNC(=O)[C@@H]3C[C@@H](c4nc(-c5cnccn5)no4)C[C@@H]32)cc1	25.5%
COCc1cc(C[C@@H]2CC[C@H](O)[C@@H](CNCc3ccc(F)cc3)O2)no1	-0.2%[176 µM]
OC1(c2csc(CN3CCOCC3)n2)CCN(CC2CC2)CC1	4.6%[176 µM]
COc1ccc(OC)c(NC(=O)C2CCN(c3cc(C(F)(F)F)ncn3)CC2)c1	7.0%
CCCc1noc(-c2ccn3c(CNC(=O)c4cccnc4)nnc3c2)n1	37.8%[activator]
Cc1cnc(C)c(-c2cccc3c2OC(CNC(=O)/C=C/c2ccc(F)c(F)c2)C3)n1 (configuration not stated)	24.4%
O=C(N1CCCC(c2nn[nH]n2)C1)C1(c2ccccc2)CC1 (configuration not stated)	11.2%

A portion of the library; the hit share may differ from the screen's.
